High-throughput results from PubChem.
ROMK mod: modulators of human ROMK potassium channel; P48048; Tet-inducible ROMK, thallium flux fluorescence; actives lie on both sides; B-score at 10 µM; 130,000 compounds, 2% hits;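 active = signal ratio slope over the read window, or its plate-corrected B-score, at least 3 SD from the plate mean, either direction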;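 note: B-score of the F/F0 ratio slope over 7 to 12 s after thallium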
Target sequence (P48048 whole entry, looked up): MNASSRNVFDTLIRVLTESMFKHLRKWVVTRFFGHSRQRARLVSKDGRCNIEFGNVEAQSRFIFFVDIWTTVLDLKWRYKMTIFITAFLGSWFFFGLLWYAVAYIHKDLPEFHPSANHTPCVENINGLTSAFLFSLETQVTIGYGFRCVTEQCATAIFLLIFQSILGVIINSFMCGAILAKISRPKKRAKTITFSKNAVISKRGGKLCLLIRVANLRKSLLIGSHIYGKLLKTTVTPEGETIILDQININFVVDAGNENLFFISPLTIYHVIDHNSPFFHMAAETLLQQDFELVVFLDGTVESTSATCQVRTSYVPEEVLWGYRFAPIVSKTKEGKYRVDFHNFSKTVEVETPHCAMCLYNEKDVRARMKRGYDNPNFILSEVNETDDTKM
Diaph inh CS: inhibits diaphorase or chemically oxidizes, flagging diaphorase assay artifacts; inhibition, % at 20 µM; diaphorase resazurin-to-resorufin fluorescence, NADH, 16 min; bacterial (C. kluyveri) enzyme, not human; 190,000 compounds, 0.69% hits;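 active = primary screen inhibition at 20 µM above a set limit, cut at about 50% in these data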;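 note: plate controls were DMSO with full reaction for no effect and wells lacking NADH for full effect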
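Assay system: diaphorase enzyme from Clostridium kluyveri; Input: enzyme working solution with 0.14 U/mL diaphorase; Timing: 16 min at room temperature; Technique: resorufin fluorescence, excitation 544 nm, emission 590 nm; Benchmarks: positive control minus NADH, DMSO neutral control.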
G6PDH counter: inhibits Leuconostoc G6PDH, flagging false hits in G6PDH-based assays; Purified L. mesenteroides G6PDH, diaphorase/resazurin coupled fluorescence, 45 min; inhibition, % at 5 µM; 200,000 compounds, 0.12% hits; AID 1020; in the data active = inhibition above about 50%
TR-FRET SRC-2 ct: TR-FRET artefact, counter-screen to PPARgamma/SRC-2 agonist assay; stronger effect = higher value; TR-FRET ratio at 8 µM; 200,000 compounds, 0.4% hits; in the data active = TR-FRET ratio above about 2000; note: inactives centre near 1500
PMI act satM6P: activators of human phosphomannose isomerase at near-saturating mannose 6-phosphate; coupled PMI enzyme assay, resazurin fluorescence, 20 min; stronger effect = higher value; 1 = untreated enzyme, 0 = substrate-free blank; P34949; 190,000 compounds, 0.34% hits; activation factor at 20 µM;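 active = activation factor of 2 or more at 20 µM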
Target sequence (P34949 whole entry, looked up): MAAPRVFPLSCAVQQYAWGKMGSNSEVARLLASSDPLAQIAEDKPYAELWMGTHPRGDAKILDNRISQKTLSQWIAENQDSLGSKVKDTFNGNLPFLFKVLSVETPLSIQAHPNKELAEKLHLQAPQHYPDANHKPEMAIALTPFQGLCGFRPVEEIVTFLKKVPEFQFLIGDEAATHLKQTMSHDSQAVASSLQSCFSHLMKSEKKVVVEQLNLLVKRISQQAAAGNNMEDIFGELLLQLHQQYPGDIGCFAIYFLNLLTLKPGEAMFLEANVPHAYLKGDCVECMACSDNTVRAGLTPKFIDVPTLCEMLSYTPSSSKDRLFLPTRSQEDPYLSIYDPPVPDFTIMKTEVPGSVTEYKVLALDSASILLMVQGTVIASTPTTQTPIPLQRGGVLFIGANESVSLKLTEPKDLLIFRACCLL
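Test system: human phosphomannose isomerase with PGI, G6PDH, diaphorase coupling enzymes; Amount: PMI at 15 ng/mL final; Reagent: Mannose-6-phosphate 1.0 mM (near-saturating) plus 0.22 mM NADP+; Timing: 20 min, room temperature; Technique: resorufin fluorescence at Ex 544/Em 590 nm; Dosing: 20 µM single dose.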
PPARg SRC-2 ag: PPARgamma-driven SRC-2 recruitment agonism | PPARgamma LBD-SRC-2 recruitment, biochemical | activation, % at 8 µM | 200,000 compounds, 0.34% hits | AID 1032; in the data active = activation above about 22%;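 note: 0% = vehicle and 100% = reference agonist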
PPARg SRC-3 ag: agonists of human PPARgamma SRC-3 coactivator recruitment. P37231. activation, % at 8 µM. 200,000 compounds, 0.26% hits. biochemical PPARgamma/SRC-3 coactivator recruitment assay; in the data active = activation above about 23%;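 note: 0% = DMSO and 100% = reference agonist; some compounds past the cut are filed as inactive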
PMI act: activators of human phosphomannose isomerase; activation factor at 20 µM; purified human PMI, coupled resazurin fluorescence, 20 min; stronger effect = higher value; 1 = vehicle control, 0 substrate-free wells; AID 1214; 190,000 compounds, 0.005% hits;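 active = activation factor of 2 or more at 20 µM, relative to plate controls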
PPARg SRC-1 ag: PPARgamma-driven SRC-1 recruitment agonism | P37231 | PPARgamma-SRC-1 coactivator recruitment biochemical assay | activation, % at 8 µM | 200,000 compounds, 0.41% hits; in the data active = activation above about 19%;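 note: 0% = DMSO and 100% = reference agonist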
S1P3 antag: blocks the human S1P3 receptor; 170,000 compounds, 0.27% hits; Q99500; inhibition, % at 4.98 µM; CHO S1P3 NFAT-BLA reporter, FRET fluorescence, antagonist mode; AID 485;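 active = inhibition above the plate cutoff, the mean inhibition of test wells on that plate plus 3 SD, cut at about 28% in these data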;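 note: cells challenged with S1P at its EC80 of 0.8 µM; blue over green emission ratio from cleaved BLA substrate after 4 h stimulation; 0% = S1P-stimulated wells and 100% = unstimulated DMSO-only wells; some compounds past the cut are filed as inactive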
Diaphorase act: diaphorase activation or chemical reduction counter-screen; Diaphorase/resazurin coupled assay, resorufin fluorescence, 16 min; stronger effect = higher value; 1 = vehicle wells, 0 = NADH-free wells; activation factor at 20 µM; 190,000 compounds, 0.005% hits; AID 1229;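 active = diaphorase activity raised at least twofold by the compound at 20 µM; inactive = activation factor below 2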
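test system = bacterial diaphorase enzyme (C. kluyveri) | quantity = enzyme 0.07 U/mL final | reagent = NADH substrate 0.114 mM plus resazurin dye 0.1 mM, final | incubation = 16 min enzyme reaction, ambient temperature | buffer or medium = HEPES pH 7.4 buffer with MgCl2 and Tween 20 | signal = fluorescence of resorufin, 544 nm excitation, 590 nm emission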
An asterisk follows results filed as active; · = no result given.

Compound | TR-FRET SRC-2 ct | G6PDH counter | Diaph inh CS | S1P3 antag | ROMK mod | PPARg SRC-1 ag | PMI act | Diaphorase act | PPARg SRC-3 ag | PPARg SRC-2 ag | PMI act satM6P
CCCn1c(NCc2c[nH]c3ccccc23)nc2ccccc21 | 1475 | -2 | 5 | · | -2.4 | 1 | 0.9 | 1 | 5 | 11 | 0.9
C/C(=N/NC(=O)c1ccc(C)nc1)c1ccc2c(c1)CCCC2 | 1653 | -2 | -3 | 8 | 0.74 | 6 | 1.1 | 1 | 2 | 1 | 1.1
O=C(O)c1cccc(S(=O)(=O)NCC2CCCO2)c1 (centres undefined) | 1507 | 0 | 7 | 29 | · | 8 | 0.9 | 0.9 | 1 | 7 | 1
O=C(CNC(=O)c1ccccc1)OCc1nnc(-c2ccc(Cl)cc2)o1 | 1574 | -2 | 6 | 9 | -0.31 | 6 | 1 | 0.9 | 5 | 0 | 0.9
O=C1CC(c2ccccc2)CC(O)=C1C=NCC1CCCO1 (centres undefined) | 1428 | -1 | -3 | 7 | · | 4 | 1 | 1 | -3 | 1 | 1
O=C(O)COc1ccccc1/C=C1\SC(=S)N(/N=C/c2ccccc2O)C1=O | 1557 | 10 | 21 | -32 | 2.9 | -2 | 0.9 | 0.8 | 4 | -1 | 1.1
CCCC(c1nnnn1C(C)(C)C)N1CCN(Cc2ccccc2)CC1 (centres undefined) | 1419 | 6 | 14 | -3 | -13* | 0 | 1 | 0.9 | 0 | 0 | 0.7
COc1cc(NC(=O)Cn2c(=O)n(-c3cccc(C)c3)c(=O)c3c(C)c(C)sc32)cc(OC)c1 | 1621 | -12 | -6 | -3 | 0.81 | 4 | 1 | 1.1 | 1 | -2 | 1.1
Cc1nnsc1C(=O)Nc1ccc(Cl)cc1Cl | 1467 | 4 | 3 | · | · | -1 | 0.9 | 1 | 3 | 8 | 0.9
Cc1nc2cc(-c3ccccc3)nn2c(C)c1CCC(=O)N1CCN(c2ccccn2)CC1 | 1483 | 2 | 20 | · | · | 6 | 1 | 0.8 | -2 | 5 | 0.9
CC(C)CC1CCCCC1OC(=O)C[N+]1(C)CCCCC1 (centres undefined) | 1386 | 14 | 2 | -17 | 0.11 | 0 | 0.9 | 1 | 0 | -3 | 1.2
CC(C)NC(=O)NC(=O)COC(=O)CCOc1ccccc1 | 1644 | 14 | 4 | · | 0.06 | 8 | 1 | 1 | 2 | 5 | 1.1
CN(Cc1ccccc1)C(=O)c1nc2ccccn2c1CN1CCc2sccc2C1 | 1391 | 8 | 17 | -4 | -0.37 | -6 | 0.9 | 0.8 | 3 | 0 | 0.8
O=C(N/N=C/C=C/c1ccccc1[N+](=O)[O-])c1cc(-c2ccccc2)n[nH]1 | 1576 | 4 | 26 | 12 | · | 2 | 0.8 | 0.7 | 1 | 0 | 0.7
O=C(C1=C[C@@H](c2coc3ccccc3c2=O)C[C@@H](OCc2ccc(CO)cc2)O1)N1CCOCC1 | 1523 | 5 | -3 | 2 | · | 6 | 1 | 1 | -1 | -1 | 1.1
COc1ccc(-c2csc(NC(=S)NC(=O)c3ccco3)n2)cc1 | 1299 | -1 | 10 | 4 | -0.095 | 6 | 1 | 0.9 | 6 | -4 | 0.9
CCn1c(SCc2nnc(-c3ccccc3)o2)nc2c1c(=O)n(C)c(=O)n2C | · | 1 | 6 | -10 | · | · | 1 | 0.9 | · | · | 1
COc1ccc(CC(C)N2CCN(Cc3ccccc3)CC2)c(OC)c1 (centres undefined) | 1547 | -10 | 9 | 26 | · | -2 | 1 | 0.9 | -4 | -10 | 1.1
COc1ccc(/C=N\NC(=O)c2cccc(Br)c2)c(OC)c1 | 1768 | 5 | 22 | 12 | -0.049 | 14 | 0.9 | 0.8 | 7 | 5 | 1
O=C(N/N=C/c1cccc(Oc2ccccc2)c1)c1cc[n+]([O-])cc1 | 1675 | 5 | 0 | 5 | 0.0067 | 6 | 1.1 | 1 | 7 | 5 | 1
COc1cc(/C=N\Nc2ccc([N+](=O)[O-])cc2)ccc1OCC(=O)Nc1ccc(C)c(C)c1 | 1519 | -4 | 1 | · | · | 11 | 1 | 1 | 6 | 4 | 0.9
O=C(Nc1ccccc1)C1CC=CCC1C(=O)OCC1CCCO1 (centres undefined) | 1474 | 3 | 0 | 1 | -0.43 | -6 | 1 | 1 | 1 | -10 | 1
CCOC(=O)/C=C(\C)N1N=C(c2ccccc2)CC1c1ccccc1 (centres undefined) | 1535 | 12 | -1 | 0 | -0.23 | 2 | 1.3 | 1 | 6 | 8 | 1.4
CCOc1ncccc1C(=O)OCC(=O)Nc1cccc(C(C)=O)c1 | 1680 | 7 | 1 | · | 1.2 | 2 | 1.1 | 1 | -1 | -1 | 1.2
CCn1nnnc1NCc1ccc(OCc2c(F)cccc2Cl)c(OC)c1 | 1494 | 15 | 2 | 5 | -0.35 | 2 | 1 | 1 | -2 | -4 | 1

The list goes on.
Compound | TR-FRET SRC-2 ct | G6PDH counter | Diaph inh CS | S1P3 antag | ROMK mod | PPARg SRC-1 ag | PMI act | Diaphorase act | PPARg SRC-3 ag | PPARg SRC-2 ag | PMI act satM6P
COc1ccc(-c2ccnc3nc(Sc4ncc(C(F)(F)F)cc4Cl)nn23)cc1 | 1701 | 5 | 4 | · | -1.7 | 3 | 0.9 | 1 | 10 | 7 | 0.9
O=C(O)c1cc2ncc(CCO)cn2n1 | 1777 | 4 | 7 | -8 | 0.14 | 6 | 1.1 | 0.9 | 4 | -1 | 1
O=C(CN1CCN(S(=O)(=O)c2ccc(Cl)cc2)CC1)NC(=O)NC1CCCCC1 | 1520 | 1 | 10 | · | -1.8 | -3 | 0.9 | 0.9 | -10 | 7 | 1
O=C(CCN1CCOCC1)N/N=C/c1cc(Br)cc(Br)c1O | 1354 | 9 | 63* | 4 | 0.64 | -9 | 0.7 | 0.4 | 2 | -7 | 0.7
COc1ccccc1Oc1nnnn1-c1ccc(C(N)=O)cc1 | 1491 | 8 | 13 | · | 1.1 | -9 | 0.9 | 0.9 | -2 | -10 | 0.9
Cc1cc(C)nc(NC(=O)COc2cc(Cl)cc(Cl)c2)n1 | 1630 | 2 | 6 | · | 1.8 | 0 | 1 | 0.9 | 12 | 10 | 1
COc1ccc(CCN2CC(C(=O)Nc3ccc4c(c3)OCO4)CC2=O)cc1OC (centres undefined) | 1287 | 4 | 7 | -19 | 0.017 | -6 | 1 | 0.9 | 2 | 2 | 0.9
O=C(Cn1nc(C(F)F)cc1C(F)F)NNC(=S)Nc1ccc(F)cc1 | 1713 | 1 | 6 | · | -0.34 | 5 | 1 | 0.9 | 9 | 5 | 1
CC1(C)Cc2cccc(OCC(=O)NCCOc3ccccc3)c2O1 | 1678 | 8 | 10 | -26 | 0.53 | -6 | 1 | 0.9 | 2 | -8 | 1
CCN1CCN(c2ncc(C(=O)Nc3ccccc3C(=O)OC)c3ccccc23)CC1 | 1582 | 2 | 12 | 8 | · | 8 | 1 | 0.9 | 6 | 1 | 0.9
Cc1nn(Cc2ccc(C(=O)Nc3ccc(Br)c4cccnc34)o2)c(C)c1Br | 1450 | · | · | · | 0.99 | -5 | · | · | 0 | -7 | ·
COc1ccc(/C=N/OCC(=O)N=Nc2c(O)[nH]c3ccc(Br)cc23)cc1OC | 1468 | 3 | 22 | 6 | -0.00054 | -9 | 0.9 | 0.8 | 5 | -8 | 0.9
Cc1[nH]c2ccccc2c1-c1ccc(Cl)nn1 | 1576 | 6 | 7 | 5 | 0.014 | -2 | 1.1 | 0.9 | 1 | 0 | 1
Cc1ccc2nc3c(c(C(=O)OC4CCOC4=O)c2c1)CCCC3 (centres undefined) | 1576 | 0 | 41 | 10 | · | 0 | 1 | 0.6 | 1 | 7 | 0.9
CC1CCCC(C)N1C(=O)COc1ccccc1F (centres undefined) | 1633 | 2 | 1 | -5 | -0.29 | 5 | 1 | 1 | 2 | -2 | 1
Cc1nc(-c2ccc(C(=O)Nc3cccc(Br)c3)cc2)cs1 | 1424 | -3 | 12 | -5 | 0.043 | 14 | 0.9 | 0.9 | 3 | -1 | 0.9
N#Cc1cn(CCCOc2ccccc2)c2ccccc12 | 1503 | 4 | 11 | · | -1.3 | 2 | 0.9 | 0.9 | 0 | 0 | 0.8
O=c1cc(CSc2n[nH]c(-c3ccncc3)n2)nc2sccn12 | 1588 | 1 | 9 | -4 | 0.94 | 5 | 1 | 0.9 | 5 | -3 | 1
Cc1cc(C)cc(NC(=S)N(CCN(C)C)Cc2cccs2)c1 | 1668 | 4 | -9 | 4 | -0.49 | 2 | 1 | 1.1 | 1 | -3 | 1
Cc1oc(-c2ccccc2)nc1C(=O)N1CCN(c2ccc(F)cc2)CC1 | 1565 | -1 | -1 | -24 | -0.023 | -6 | 1 | 1 | 0 | -2 | 1.1
COc1ccc(-c2cc(C(F)(F)F)nc(SCC(N)=O)n2)cc1 | 1189 | 33 | 21 | -16 | · | -3 | 0.8 | 0.8 | -2 | 3 | 0.8
CC(OC(=O)c1nn(C)c(=O)c2ccccc12)C(=O)NCc1ccc2c(c1)OCO2 (centres undefined) | 1603 | 5 | 21 | 0 | · | 1 | 0.9 | 0.8 | -14 | -7 | 0.9
CCSc1ncc(C#N)c(=O)[nH]1 | 1549 | -13 | 9 | -2 | · | 6 | 1 | 0.9 | -3 | 4 | 1
N=C1c2c(cc(=O)n3c2[nH]c2ccccc23)CN1CCN1CCOCC1 | 1609 | -12 | 19 | -7 | -0.93 | 11 | 0.9 | 0.8 | 10 | 8 | 0.6
CCOC(=O)N1CCN(C(=S)NC(=O)c2nn(C)cc2Br)CC1 | 1593 | 5 | 2 | -14 | -0.013 | 0 | 1 | 1 | 3 | -2 | 1
